NCI-60 one-dose screen, 48 h, at 10 µM unless noted. Numbers give growth in % (100 = growth as untreated, 0 = no growth, -100 = all killed).
SF-268 – SF-268 CNS cancer cells | hit rate 3.1% among 82,000 | AID 1794759
SNB-19 – SNB-19 CNS cancer cells. hit rate 2.5% among 81,000
U251 – U251 CNS tumor cells; hit rate 5.4% among 80,000; AID 1794753
OVCAR-3 – OVCAR-3 ovarian cancer. hit rate 7% among 79,000. AID 1794787
PC-3 – PC-3 prostate cancer cells | hit rate 3.9% among 80,000 | AID 1794754
OVCAR-8 – OVCAR-8 ovarian cancer. hit rate 4.4% among 81,000. AID 1794782
SF-295 – SF-295 CNS cancer cells; hit rate 5.6% among 79,000
SF-539 – SF-539 CNS cancer. hit rate 6.8% among 81,000. AID 1794752
DU-145 – DU-145 prostate cancer. hit rate 4.2% among 81,000. AID 1794760
Starred values were filed as active, the others as inactive; . = no result given; & = joins results of further samples. The calls were made as follows: active = growth percent below 10; inactive = the rest. No enrichment for hits. About 10% of those tested had a hit in this group.

SMILES	SF-268	SNB-19	U251	OVCAR-3	PC-3	OVCAR-8	SF-295	SF-539	DU-145
COc1ccc2c(c1)C(=O)c1c-2c(OCCN(C)C)nc2cc(OC)c(OC)cc12	41	57	51	64	69	37	21	72	52
COc1ccc(/C=C2\SC(=S)N(NC(=O)Cc3ccccc3Nc3c(Cl)cccc3Cl)C2=O)cc1	91	99	96	105	.	101	100	96	108
C[C@H]1[C@H](C)CC[C@]2(C(=O)N3CCN(C)CC3)CC[C@]3(C)C(=CC[C@@H]4[C@@]5(C)C/C(=C/c6cccc([N+](=O)[O-])c6)C(=O)C(C)(C)[C@@H]5CC[C@]43C)[C@H]12	64	81	55	58	33	59	93	77	79
NC1=NC(c2ccc(Br)cc2)N=C(Nc2nn[nH]n2)N1 (configuration not stated)	98	101	98	98	101	98	99	99	104
CN(Cc1ccccc1)Cc1ccc2ccc(=O)[nH]c2c1O	104	108	96	107	89	103	103	100	111
N#CC1=C(N)Oc2cc(N)ccc2C1c1cc2ccccc2n2nnnc12 (configuration not stated)	93	82	83	106	67	89	96	96	102
N#Cc1sc(=S)n(-c2ccc(S(=O)(=O)Nc3ccc(Cl)nn3)cc2)c1N	93	98	101	101	98	96	98	98	106
O=C(CSc1nnc(-c2ccc(Cl)cc2)o1)Nc1ccc(C(=O)/C=C/c2ccccc2)cc1	103	87	99	108	99	97	105	106	101
O=C(CN1CCN(c2cc(=O)[nH]c3ccc(F)cc23)CC1)Nc1ccc([N+](=O)[O-])cc1	95	90	103	97	88	96	98	91	82
Cc1ccccc1NCCOC(=O)Nc1ccccc1Cl	99	106	96	111	69	100	107	107	106
COc1cc(NC(C)CCCN)c2ncccc2c1Oc1ccc(Cl)cc1 (configuration not stated)	77	91	73	60	64	85	.	81	75
Cc1cc(/C=C/c2ccccc2)nc2ccccc12	94	98	.	97	83	89	95	104	97

The last five records of the section above open the next one:
SMILES	SF-268	SNB-19	U251	OVCAR-3	PC-3	OVCAR-8	SF-295	SF-539	DU-145
O=C(CSc1nnc(-c2ccc(Cl)cc2)o1)Nc1ccc(C(=O)/C=C/c2ccccc2)cc1	103	87	99	108	99	97	105	106	101
O=C(CN1CCN(c2cc(=O)[nH]c3ccc(F)cc23)CC1)Nc1ccc([N+](=O)[O-])cc1	95	90	103	97	88	96	98	91	82
Cc1ccccc1NCCOC(=O)Nc1ccccc1Cl	99	106	96	111	69	100	107	107	106
COc1cc(NC(C)CCCN)c2ncccc2c1Oc1ccc(Cl)cc1 (configuration not stated)	77	91	73	60	64	85	.	81	75
Cc1cc(/C=C/c2ccccc2)nc2ccccc12	94	98	.	97	83	89	95	104	97
O=S(=O)(NCc1ccccc1)c1cccc(N=Cc2c(O)ccc3ccccc23)c1	88	99	101	93	94	105	95	96	89
Cc1ccc(-c2cc(Cc3c(Cl)cccc3Cl)c(=O)n(Cn3cnc4c(N)ncnc43)n2)cc1C	118	101	98	111	.	98	101	102	115
COc1ccc(/C=C2\c3cc(OC)c(OC)c(OC)c3CC[C@@H]2O)cc1F	54	42	20	4.8*	23	25	17	1.4*	19
COc1cc2c(=O)n(CCCN(C)C)c3c4cc5c(cc4ccc3c2cc1OC)OCO5	50	53	56	66	51	48	42	46	63
C=CCn1c(SCC(=O)Nc2ccc(C(=O)/C=C/c3cc(OC)c(OC)c(OC)c3)cc2)nnc1-c1ccc(Cl)cc1	20	35	-3.3*	-42*	28	7.9*	39	17	11
COC(CC(C)(O)C#CCC(C)(O)/C=C/C1=C(C)CCCC1(C)C)OC (configuration not stated)	92	96	82	97	76	97	92	99	104
CC(=O)CC(c1ccccc1)c1c(C)[nH]c2ccccc12 (configuration not stated)	95	93	105	96	88	97	102	93	110
Oc1ccc(/C=N/NC(=S)Nc2ccccc2)nc1	19	42	15	20	23	15	25	1.0*	12
O=C(C(=O)c1ccc(Br)cc1)c1ccc(Br)cc1	117	97	104	110	98	99	113	92	104
CN(C)CC1CCCC(CN(C)C)C1O (configuration not stated)	112	105	107	130	98	108	121	116	134
O=C1CNC(=S)N1	113	109	97	137	82	105	109	101	115
Nc1cc2c(cc1Br)[nH]c(=O)c1ccccc12	51	59	40	3.0*	43	40	75	110	28

Complete entries as entered above. Screens in order: SF-268	SNB-19	U251	OVCAR-3	PC-3	OVCAR-8	SF-295	SF-539	DU-145
COc1cc2c(=O)n(CCCN(C)C)c3c4cc5c(cc4ccc3c2cc1OC)OCO5 across the screens: 50	53	56	66	51	48	42	46	63
Oc1ccc(/C=N/NC(=S)Nc2ccccc2)nc1 across the screens: 19	42	15	20	23	15	25	1.0*	12
O=C1CNC(=S)N1 across the screens: 113	109	97	137	82	105	109	101	115
O=C(C(=O)c1ccc(Br)cc1)c1ccc(Br)cc1 across the screens: 117	97	104	110	98	99	113	92	104
CC(=O)CC(c1ccccc1)c1c(C)[nH]c2ccccc12 (configuration not stated) across the screens: 95	93	105	96	88	97	102	93	110

(next part)
SMILES	SF-268	SNB-19	U251	OVCAR-3	PC-3	OVCAR-8	SF-295	SF-539	DU-145
CCOC(=O)c1sc(-c2ccc(OS(=O)(=O)c3ccccc3[N+](=O)[O-])c(C=O)c2)nc1C	47	76	43	24	70	56	107	77	78
CCCCn1c(O)c(N=Nc2nc(-c3cc4ccccc4oc3=O)cs2)c2cc(Br)ccc21	97	95	101	99	97	113	105	103	108
O=C(O)CCc1ccc(NC(=O)CCl)cc1	86	109	85	90	95	99	113	95	101
CC(C)CCNCC(O)Cn1c2ccccc2c2ccccc21 (configuration not stated)	31	24	14	-36*	20	6.9*	-40*	16	9.7*
CCC(=O)Oc1ccc(C(C)(C)C)cc1C(C)c1ccccc1 (configuration not stated)	93	98	100	96	98	105	102	106	103
Cc1ccc[n+](CC(=O)c2ccc([N+](=O)[O-])cc2)c1	96	101	100	93	93	103	108	98	113
Cc1ccc(C)c(OCC(=O)O)c1	111	128	115	110	87	118	115	92	110
CN(C(=O)C12CC3CC(CC(C3)C1)C2)c1ccc(OS(N)(=O)=O)cc1	100	92	98	105	96	98	96	98	109
COC(=O)CC1(CC(N)=O)SCCS1	108	102	.	111	96	99	92	110	119
ClC(Cl)C1=NC(c2ccccc2)=N[C@H]2CCC[C@@H]2N1c1ccccc1	92	109	104	106	96	100	103	104	98
COc1ccc(CCNC(=O)CSc2nnc3n(Cc4ccccc4)c(=O)c4c(C)c(C(N)=O)sc4n23)cc1	83	97	111	99	95	.	104	.	91
CCOC(=O)CCCCc1ccc(C(=O)CCC(=O)O)cc1	102	104	94	111	99	91	100	103	110
O=C(CCN1C(=O)/C(=C/c2ccc(Cl)cc2)SC1=S)Nc1ncc(Cc2ccc(Cl)cc2)s1	100	96	100	114	.	99	102	100	107
C=C(C)[C@@H]1CC[C@]2(COC(C)=O)CC[C@]3(C)[C@H](CC[C@@H]4[C@@]5(C)CC[C@H](NCOC(C)=O)C(C)(C)[C@@H]5CC[C@]43C)[C@@H]12	85	82	75	65	37	80	89	92	86
O=C1CSc2cc(Cl)ccc2N1	102	113	97	97	87	96	100	111	113
CNc1ccc(O)cc1	113&121	98&102	99&101	114&113	100&102	106&97	101	107&104	113&121
N#CSc1ccc(O)c2ccccc12	102	98	119	111	76	99	116	99	121
CCOc1ccc(/C=N/N=C(N)N)cc1OCC	96	98	103	107	94	106	96	100	117
COc1cc(/C=N/NC(=O)CSc2nc3ccccc3c(=O)n2CCc2ccc(S(N)(=O)=O)cc2)ccc1O	96	96	.	95	95	.	94	102	99
CC(C(=O)c1ccccc1)C(O)c1ccccn1 (configuration not stated)	102	123	97	110	94	96	91	96	116
CC(=O)Nc1ccc2c(c1)C(OC(C)=O)c1ccccc1-2 (configuration not stated)	100	97	97	107	94	101	100	102	107
N#Cc1c(-c2ccc(F)cc2)nc(SCc2ccc(F)cc2)nc1N1CCOCC1	43	44	47	75	72	55	37	49	78
Cc1ccc(-c2nc3cc4nc5ccccc5[nH]c4cc3n2)cc1	97	103	105	106	87	102	96	94	109
COc1ccccc1-c1cc(=O)c2c(OC)c(C=O)c(O)cc2o1	102	102	106	101	94	102	.	109	107
Cc1cccc(/C=C/c2nn3c(-c4ccco4)nnc3s2)c1	105	94	99	110	103	100	94	95	105
O=C(Nc1ccc(N=Cc2ccccn2)cc1)NC1C=c2ccccc2=CC1 (configuration not stated)	100	98	99	114	101	99	99	100	115
COc1cc2oc(-c3cccc(NC(=O)[C@H](C)NC(=O)[C@@H](N)C(C)C)c3)cc(=O)c2c(OC)c1OC	120	90	99	146	106	97	95	103	112
Cc1ccc(NC(=O)Nc2ccc(F)c(C(=O)c3c[nH]c4ncccc34)c2F)cc1	81	89	96	110	87	93	84	72	93
O=c1[nH]c(=S)[nH]cc1Sc1ccc(Cl)cc1	101	114	106	108	85	113	.	93	117
N#C/C(=C\c1ccc(-c2ccccc2)cc1)c1ccc(Cl)cc1	103	101	97	109	87	98	.	84	107
c1ccc(-c2nc(-c3cccs3)no2)cc1	105	109	95	105	96	105	129	106	104
COc1c(B(O)O)cccc1-c1nc2ccc3[nH]ncc3c2c2c1C1CCC2C1 (configuration not stated)	67	74	66	59	77	60	86	28	72
O=C(NC(=S)Nc1nc2ccccc2s1)c1ccc(-n2c(=O)[nH]c3ccccc3c2=O)cc1	96	92	95	103	89	100	95	90	108
CCOC(=O)c1c(Nc2ccccc2)nn2c(N)c(C#N)c(-c3ccc(F)cc3)nc12	86	94	89	110	80	97	86	88	83
COc1ccc(-c2cc(-c3ccccc3)[nH]c(=O)c2N(C)C)cc1	105	103	103	101	96	109	113	97	115
NNC(=O)NC(N)=O	100	106	104	101	100	101	.	104	100
c1csc(-c2nc3c4c5c(sc4ncn3n2)CCC5)c1	101	96	86	78	69	88	.	88	97
COC(=O)c1cc(-c2cccnc2)[nH]c(=O)c1C#N	97	.	99	114	96	101	89	96	106
O=C(CCc1nnc2sc(CCCl)nn12)c1nc2ccccc2[nH]1	101	103	109	105	99	116	102	98	.
O=C(CCc1ccc(O)cc1)N/N=C/c1ccc2c(c1)OCO2	88	97	104	105	77	.	.	95	87
Cc1cc2nc(-c3cc4cc(Cl)cc(Cl)c4oc3=O)[nH]c2cc1C	108	109	.	116	102	100	99	91	112
O=[N+]([O-])c1c(O)cccc1O	103	104	101	119	99	103	129	97	116
CC/C(=N/N=C(N)N)c1ccc(F)cc1	95	96	101	104	96	103	95	88	108
CCC(=O)NCCc1ccccc1	108	101	102	112	94	110	104	101	112
CC12CC3OC3CC1CCC1C2CCC2(C)C1CCC21OCCO1 (configuration not stated)	111	101	113	104	91	96	116	108	126
CC(C)S(=O)(=O)c1ccccc1NC(=O)c1cc(-c2ccc(F)cc2F)ccc1O	109	101	101	107	101	98	100	98	102
COc1ccc2oc3c4[nH]c5ccccc5c4c4c(c3c2c1)C(=O)N(C(=O)OC(C)(C)C)C4=O	4.9*	12	4.4*	-34*	-13*	-20*	-27*	-25*	6.1*
CNCCCCc1ccc([N+](=O)[O-])cc1	98	105	107	106	83	114	92	93	114
CCOC(=O)c1c(C)oc(C)c(C(=O)OCC)c1=O	104&102	90&102	101&111	127&105	89&94	102&104	105&133	93&102	110&118
Cc1ccc(S(=O)(=O)NCCNc2nccc(-c3c(-c4ccc(F)cc4)nc4sccn34)n2)cc1	50	109	55	75	60	55	73	85	54
N#C/C(=C\c1ccco1)C(=O)Nc1ncc(Cc2ccc(Cl)cc2)s1	93	96	95	102	85	96	97	95	93
CCOC(=O)C1=C(N)Oc2c(sc3c(CC)cccc23)C1c1ccc(Cl)cc1 (configuration not stated)	97	90	98	107	99	100	99	95	104
Clc1ccc2[nH]cc(-c3nc(-c4c[nH]c5ncccc45)cs3)c2c1	62	65	35	56	39	46	19	70	42
Cc1ccc(C(=O)c2oc3ccc4c(C)cc(=O)oc4c3c2C)cc1	52	41	19	29	7.3*	8.2*	4.1*	47	65
COc1ccc(-c2cc(-c3ccc(OC)c(OC)c3)nc(SCCCC(=O)O)n2)cc1	94	95	90	105	88	92	98	93	99
CN(CC(O)CN(C)C1CCCCC1)C1CCCCC1	96	106	98	96	92	93	96	95	103
O=C1C=CN2C(=O)CCC=C[C@H]2[C@H]1O	91	103	107	101	97	104	107	110	117
Cc1c(C(=O)/C=C/c2cc3ccccc3n3nnnc23)nnn1-c1ccc(Cl)cc1	96	87	88	118	88	88	100	84	107
O=c1ccc2nc(-c3ccccn3)nn(-c3ccccc3)c-2c1	98	99	98	-22*	89	87	96	103	91
COc1ccc(/C=C2\Oc3cc(OCCCN4CCCCC4)ccc3C2=O)cc1OC	86	94	94	93	80	94	102	91	96

Remaining list, next part:
SMILES	SF-268	SNB-19	U251	OVCAR-3	PC-3	OVCAR-8	SF-295	SF-539	DU-145
C=C(C)[C@@H]1CC[C@]2(C)[C@H](CCC34OC(=O)[C@@]5(CCC(C)(C)C[C@@H]35)CC[C@]42C)[C@@]1(C)CCC#N	100	98	100	115	88	102	94	100	102
COc1ccccc1C(=O)O	97	103	104	117	124	103	115	109	107
Cc1ccc(Cc2cnc(NC(=O)/C(C#N)=C/c3ccc(-c4ccc(Cl)cc4)o3)s2)cc1	95	106	102	.	88	98	102	98	84
CC1=C(C(N)=O)S(=O)(=O)c2ccccc21	108	105	107	116	97	95	98	100	118
O=C(O)c1cn(C2CC2)c2cc(N3CCN(C(=O)Nc4nc(-c5ccccc5)cs4)CC3)c(F)cc2c1=O	23	22	9.2*	7.8*	11	14	11	21	17
CN1C(=O)C(C2=NN(C=O)C(c3ccc(F)cc3)C2)C(=O)N(C)C1=O (configuration not stated)	97	92	92	100	79	99	99	102	106
O=C(NNC(=O)c1ccc(OCc2nc3ccc(Cl)cc3[nH]2)cc1)Nc1ccc(Cl)c(C(F)(F)F)c1	78	61	31	52	33	19	85	39	66

Screening results as filed in PubChem.
